Source: PubChem (several laboratories)
Mtb UGM inh – M. tuberculosis UGM enzyme inhibitors, primary screen, biochemical, fluorescence polarization, single point | purified UGM, fluorescence polarization probe displacement | inhibition, % at 10 µM | actives 0.06% (n = 320,000) | AID 504406, 2011; in the data active = inhibition above about 10%, passing the limit was not always enough; inconclusive = no clear call, values can overlap the other calls
Target sequence (P9WIQ1 whole entry, looked up): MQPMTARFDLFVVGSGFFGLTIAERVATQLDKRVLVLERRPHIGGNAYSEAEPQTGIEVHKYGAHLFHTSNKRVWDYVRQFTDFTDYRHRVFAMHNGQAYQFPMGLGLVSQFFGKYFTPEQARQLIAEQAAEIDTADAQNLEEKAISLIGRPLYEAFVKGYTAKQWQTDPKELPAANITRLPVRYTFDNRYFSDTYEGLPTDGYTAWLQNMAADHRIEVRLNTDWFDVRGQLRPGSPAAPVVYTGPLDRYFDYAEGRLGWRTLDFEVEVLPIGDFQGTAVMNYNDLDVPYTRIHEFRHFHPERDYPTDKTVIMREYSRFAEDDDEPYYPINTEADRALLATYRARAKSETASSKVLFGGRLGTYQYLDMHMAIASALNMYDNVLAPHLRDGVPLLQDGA
Rv3671c inh – Rv3671c serine protease inhibitors, primary screen, biochemical, fluorescence polarization, M. tuberculosis H37Rv | AID 2606, 2010 | inhibition, % at 5.96 µM | actives 0.048% (n = 320,000) | P9WHR9; in the data active = inhibition above about 38%;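 note: extracellular domain of Rv3671c used as enzyme; 0% = enzyme with DMSO and 100% = no enzyme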
Mtb FBA inh – Mtb FBA enzyme inhibitors, primary screen, biochemical, fluorescence, strain H37Rv. Fructose-bisphosphate aldolase (Mycobacterium tuberculosis (strain ATCC 25618 / H37Rv)), …. purified M. tuberculosis FBA, fluorescence read-out. inhibition, % at 1 µM. actives 2.3% (n = 360,000); in the data active = inhibition above about 27%;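 note: 0% = vehicle and 100% = reference inhibitor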
Target sequence (P9WQA3 whole entry, looked up): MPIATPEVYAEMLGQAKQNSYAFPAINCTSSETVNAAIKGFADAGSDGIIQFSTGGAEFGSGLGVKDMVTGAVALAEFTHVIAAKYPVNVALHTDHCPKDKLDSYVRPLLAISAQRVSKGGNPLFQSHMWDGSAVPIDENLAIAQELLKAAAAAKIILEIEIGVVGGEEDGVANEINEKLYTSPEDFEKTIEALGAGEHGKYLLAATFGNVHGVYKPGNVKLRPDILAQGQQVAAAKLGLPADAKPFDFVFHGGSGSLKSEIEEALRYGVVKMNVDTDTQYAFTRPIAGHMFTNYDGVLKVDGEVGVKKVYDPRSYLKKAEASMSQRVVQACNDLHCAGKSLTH
FadD28 binding – inhibitors of FadD28 bisubstrate probe binding, primary screen, biochemical, fluorescence polarization, single point | Mycobacterium tuberculosis FadD28 fatty-acid-AMP ligase | inhibition, % at 12.5 µM | actives 0.22% (n = 360,000) | AID 588549, 2011; in the data active = inhibition above about 8.5%, passing the limit was not always enough; inconclusive = no clear call, values can overlap the other calls
Mtb BioA inh – M. tuberculosis BioA enzyme inhibitors, primary screen, biochemical, plate reader, single point, HTS; 7,8-diaminopelargonic acid synthase BioA (Mycobacterium tuberculosis); purified M. tuberculosis BioA enzyme; inhibition, % at 9.99 µM; actives 0.096% (n = 360,000); AID 602481, 2012; in the data active = inhibition above about 40%; inconclusive = no clear call, values can overlap the other calls
MazEF act – activators of E. coli MazEF toxin-antitoxin RNase, primary screen, biochemical, fluorescence, uHTS | Endoribonuclease toxin MazF (Escherichia coli (strain K12)), P0AE70 | FAM/BHQ RNA-DNA oligo cleavage fluorescence, 5 h | activation, % at 20 µM | actives 0.32% (n = 350,000) | AID 504720, 2011; in the data active = activation above about 50%
Target sequence (P0AE70 whole entry, looked up): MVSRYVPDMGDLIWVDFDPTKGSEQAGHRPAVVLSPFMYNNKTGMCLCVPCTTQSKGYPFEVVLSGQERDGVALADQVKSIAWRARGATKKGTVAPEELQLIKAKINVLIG
GDH-TPI counter – GDH-TPI coupling enzyme inhibitors, primary screen, artefact control for M. tuberculosis FBA inhibitor project, biochemical, absorbance, full deck. AID 588335, 2011. inhibition, % at 4.8 µM. actives 1.2% (n = 360,000). GDH-TPI coupled enzyme counterscreen, NADH absorbance; in the data active = inhibition above about 30%;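 note: 0% = DMSO wells and 100% = wells lacking the enzyme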
BoNT-F LC inh – BoNT/F light chain protease inhibitors, primary screen, biochemical, flow cytometry, MLPCN library; Multiplex microsphere protease cleavage assay; inhibition, % at 10 µM; actives 0.22% (n = 360,000); AID 588497, 2011; in the data active = inhibition above about 35%, passing the limit was not always enough; inconclusive = no clear call, values can overlap the other calls; note: plate controls were buffer without enzyme for full effect and enzyme alone for no effect
PrPC TRFRET – inhibitors of human cell surface prion protein PrPC, primary screen, cell-based, TR-FRET. actives 0.43% (n = 370,000). TR-FRET read-out. Major prion protein (Homo sapiens), P04156. AID 720596, 2013. inhibition, % at 13.8 µM; in the data active = inhibition above about 24%; note: 0% = median of the test wells and 100% = reference compound wells
Starred values were filed as active, the others as inactive; ? = inconclusive; . = not tested or not shown.

Each structure is followed by: Mtb UGM inh	PrPC TRFRET	BoNT-F LC inh	GDH-TPI counter	Rv3671c inh	FadD28 binding	Mtb FBA inh	MazEF act	Mtb BioA inh
Cc1cccc(NS(=O)(=O)c2ccc3[nH]c(=O)cc(C(=O)OC(C)C(=O)Nc4ccc([N+](=O)[O-])cc4)c3c2)c1 (stereo not given)
  -2.0	-13	-5	21	-255	-3.0	1	1	.
COCCN(CCOC)S(=O)(=O)c1ccc(C(=O)Nc2nc(-c3ccccc3)c(C(=O)c3ccccc3)s2)cc1
  0.7	-5	-11	1	-31	-3.7	-2	15	-1.4
COc1ccccc1C1NC(=O)NC(C)=C1C(=O)OCC1CCCCC1 (stereo not given)
  .	6	3	2	.	-0.3	-3	-7	0.0
COc1ccccc1NC(=O)c1cccs1
  3.0	0	-3	15	1	-2.1	-2	-2	1.5
O=C(NCC1CCN(c2ccc(S(=O)(=O)N3CCOCC3)cc2)CC1)Nc1ccccc1
  1.8	-4	-7	0	-7	-1.8	1	-9	-0.2
CCOCCCNC(=O)c1ccccc1SCC
  1.0	6	-8	-6	1	-3.7	6	-6	0.0
CN(Cc1ccccc1)C(=O)COC(=O)C1CCN(S(=O)(=O)c2ccc(Cl)c(C(F)(F)F)c2)CC1
  -2.6	-7	-44	-11	7	1.9	-1	5	-0.7
COc1ccc(N2C(=O)CCC(C(=O)N3CCOCC3)C2c2ccc(F)cc2)cc1 (stereo not given)
  0.3	-3	14	7	-3	-0.8	3	-1	-0.8
CS(=O)(=O)c1ccc2nc(NC(=O)c3ccc(Cl)cc3)sc2c1
  -3.2	2	6	24	0	-0.7	6	0	0.3
CC(C)(C)c1ccc(C(=O)NC(=O)COC(=O)CCS(=O)(=O)c2ccccc2)cc1
  -0.8	8	-4	-2	1	-0.1	-2	3	-1.4
COc1ccc(Cn2c(=O)c3[nH]cnc3n(-c3ccccc3C)c2=O)cc1
  -2.4	9	?	1	-18	-2.0	1	-1	.
COc1ccc(C)cc1NC(=O)CSc1nnc(COc2ccc(Cl)cc2)n1Cc1ccco1
  0.4	9	3	7	-14	-2.2	0	5	.
Cc1ccc(-c2csc(NC(=O)CSc3nc4ccccc4o3)n2)cc1
  2.8	-10	-5	10	-7	-1.9	-2	-12	-4.1
O=C(CN(CC1CCCO1)S(=O)(=O)c1ccc(S(=O)(=O)NCC2CCCO2)cc1)Nc1ccccc1 (stereo not given)
  1.3	-8	-13	-2	5	-1.2	0	-1	-1.3
Cc1[nH]c(=O)[nH]c(=O)c1CSc1nnc([C@H](CC(C)C)NC(=O)OC(C)(C)C)o1
  0.1	-5	3	17	3	-1.1	3	7	-0.2
CCN1C(=O)c2cccc3c(S(=O)(=O)N4CCNCC4)ccc1c23
  -0.2	-29	2	21	2	0.5	28*	-12	-5.7
COc1cc(/C=N/NC(=O)c2cccnc2)ccc1OC(=O)c1ccco1
  1.0	1	0	13	4	-3.3	-1	-2	-2.1
O=C(Cc1ccccc1)NC(c1ccco1)c1c(O)ccc2ccccc12 (stereo not given)
  2.5	-2	0	-2	-16	-2.6	2	4	.
Cc1cc(Cl)c2oc(C(=O)NC(C)c3ccncn3)c(C)c2c1 (stereo not given)
  2.3	5	0	-5	7	-2.5	4	-2	-1.1
Cc1ccc(OCC(=O)Nc2ccccc2C(=O)NC2CC2)cc1C
  2.1	1	-1	4	0	-3.0	4	-9	-1.7
CC(C)c1ccc(/C=C(\NC(=O)c2ccccc2)C(=O)NCCCn2ccnc2)cc1
  0.7	6	3	12	5	-1.7	5	6	0.7
Cc1cc(C)n2nc(SCc3nnc(-c4ccccc4Br)o3)nc2n1
  0.1	4	5	0	6	-0.6	-1	6	.
Cc1ccc(-c2ccc(/C=C(\C#N)C(N)=S)n2C)cc1
  9.9	1	?	0	1	-2.9	-6	-3	.
CCN(C(=O)c1ccc(S(C)(=O)=O)cc1)C12CC3CC(CC(C3)C1)C2
  0.1	1	0	-3	-4	-2.4	1	-4	.
COC(=O)c1cccnc1SCc1ccccc1
  -1.2	-6	-7	-3	-3	-2.1	1	-2	.
CCOc1ccc(NC(=O)c2cc(C)nc3ccccc23)cc1
  -2.1	-4	2	3	2	-4.1	0	6	.
COC(=O)c1ccc(NC(=O)CN(c2ccc3c(c2)OCO3)S(C)(=O)=O)cc1
  0.6	1	-2	0	7	-3.5	1	0	.
O=C(Nc1ccc(F)cc1)c1cc(S(=O)(=O)Nc2ccc(F)cc2)cs1
  2.6	2	-1	-7	-45	-6.5	6	-5	3.0
Cc1onc(-c2c(F)cccc2Cl)c1C(N)=S
  0.0	1	2	7	-5	-1.6	2	-28	-4.6
COc1ccccc1/C=C/C(=O)OCC(=O)N1CCc2ccccc21
  -2.1	-5	2	3	-17	-3.6	8	2	11
Cc1cc(-n2nc(C)cc2C)n2ncc(-c3ccccc3)c2n1
  -0.7	1	5	-3	-2	-1.0	-4	4	-2.1
CCOC(=O)CCC1(C(=O)OC)C(=O)CCCCCC=C1C(=O)OC (stereo not given)
  .	-4	-15	8	.	-1.5	4	1	0.5
COc1ccc(NCC(=O)N/N=C/C=C/c2ccccc2[N+](=O)[O-])cc1
  0.4	-1	-7	6	0	-0.8	2	7	0.7
Nc1nc(SCC(=O)Nc2ccccc2)[nH]c(=O)c1NC(=O)c1cccs1
  3.2	-5	1	7	-8	-3.3	-1	-1	0.1
NS(=O)(=O)c1ccc(CCNCC(=O)N2CCC(Cc3ccccc3)CC2)cc1
  1.6	8	-9	2	14	-1.1	2	8	-2.3
COC(=O)C1=C(c2ccc(OCc3ccccc3)cc2)C[C@@H]2CC[C@H]1N2C(=O)NCc1ccc(OC)c(OC)c1
  1.4	9	-6	11	-3	-2.2	3	-5	0.7
COc1ccc(C(=O)CSc2nnc(-c3cnccn3)n2Cc2ccco2)cc1
  3.5	-2	-14	3	12	-3.8	1	-8	0.5
CC1(C)CC2=C(CO1)C(=S)NC(c1ccccc1)N2CC1CCCO1 (stereo not given)
  -1.0	1	20	5	0	-2.3	6	2	-1.9
COc1cccc(C(=O)NCCn2ccc3ccccc32)c1
  2.3	0	3	-5	-1	-2.7	5	3	0.8
O=C(NC1CCCC1)C(c1ccncc1)N(C(=O)c1ccco1)c1ccc(F)c(Cl)c1 (stereo not given)
  -0.6	1	-6	-1	-9	.	0	0	0.1

One compound at a time, as listed above. Screens in order: Mtb UGM inh, PrPC TRFRET, BoNT-F LC inh, GDH-TPI counter, Rv3671c inh, FadD28 binding, Mtb FBA inh, MazEF act, Mtb BioA inh
Profile of `COC(=O)C1=C(c2ccc(OCc3ccccc3)cc2)C[C@@H]2CC[C@H]1N2C(=O)NCc1ccc(OC)c(OC)c1` = 1.4, 9, -6, 11, -3, -2.2, 3, -5, 0.7
Profile of `COc1cccc(C(=O)NCCn2ccc3ccccc32)c1` = 2.3, 0, 3, -5, -1, -2.7, 5, 3, 0.8

Of the compounds above, these have a tert-butyl group:
Each structure is followed by: Mtb UGM inh	PrPC TRFRET	BoNT-F LC inh	GDH-TPI counter	Rv3671c inh	FadD28 binding	Mtb FBA inh	MazEF act	Mtb BioA inh
CC(C)(C)c1ccc(C(=O)NC(=O)COC(=O)CCS(=O)(=O)c2ccccc2)cc1
  -0.8	8	-4	-2	1	-0.1	-2	3	-1.4
Cc1[nH]c(=O)[nH]c(=O)c1CSc1nnc([C@H](CC(C)C)NC(=O)OC(C)(C)C)o1
  0.1	-5	3	17	3	-1.1	3	7	-0.2

Remaining list, next part:
Each structure is followed by: Mtb UGM inh	PrPC TRFRET	BoNT-F LC inh	GDH-TPI counter	Rv3671c inh	FadD28 binding	Mtb FBA inh	MazEF act	Mtb BioA inh
CC1CCN(C2CCN(S(=O)(=O)c3ccc(C(F)(F)F)cc3)CC2)CC1
  -1.5	-5	2	0	-2	2.0	-4	-1	-1.4
CC(=O)Cc1nsc(NC(=O)c2ccc(COc3ccccc3C)o2)n1
  1.4	3	2	23	-26	0.3	0	5	-0.2
CCOC(=O)CSc1nc2sc(C)c(C)c2c(=O)n1C
  -0.3	-8	-8	3	-2	-0.9	0	1	1.0
Cc1cnc(NC(=O)Nc2ccc(OCc3ccccc3)cc2)c(Br)c1
  -0.7	-1	4	-15	-2	-3.8	0	3	-0.7
Cc1sc2ncnc(SCC(=O)NC3CCCC3)c2c1C
  0.0	6	4	1	4	.	4	-3	-0.9
CC(C)CN(C(=O)COC(=O)c1ccccc1NCc1ccco1)c1c(N)n(Cc2ccccc2)c(=O)[nH]c1=O
  0.9	2	.	-1	0	-2.8	31*	-16	0.5
CC1CCc2c(sc(NC(=O)CSc3nnc(-c4ccccc4)o3)c2C#N)C1 (stereo not given)
  4.6	7	7	9	1	-2.1	2	6	-0.7
Cn1ncc2nc[nH]c(=O)c21
  -0.7	-4	20	-5	1	-1.0	0	-4	.
Cc1cccc(C)c1OCC(O)CN1CCCCC1 (stereo not given)
  -1.2	-9	0	1	0	-0.8	2	-8	.
CCOc1ccccc1CNC(=O)C1CCN(C(=O)c2sccc2-n2cccc2)CC1
  1.3	-3	-2	2	0	-2.7	1	2	.
CCOc1ccccc1Nc1nnc(Cc2ccccc2Cl)c(=O)[nH]1
  -1.0	1	24	16	-4	-1.7	-8	22	1.3
Cc1ccccc1-n1ncc(C(C)NC(=O)c2ccccc2)c1C (stereo not given)
  -2.4	7	6	-5	-7	-0.4	4	3	.
Cc1ccc2c(c1)C(c1ccccc1)N(C(=O)c1cc3ccccc3oc1=O)CC(=O)N2 (stereo not given)
  1.6	-7	0	-4	1	-0.2	0	11	3.1
Brc1cc2c(cc1Br)OCCOCCOCCO2
  1.2	2	?	-8	-5	-2.9	-1	-1	-0.7
CCOC(=O)Cc1csc(NC(=O)CSc2nnc(-c3ccncc3)o2)n1
  -0.1	6	-9	4	-3	-3.4	-8	-2	.
CC(=O)C1CCC2C3CCC4=CC(=O)CCC4(C)C3C(O)CC12C (stereo not given)
  .	10	3	4	.	-0.5	4	.	5.0
O=C(CN1CCN(C(C(=O)Nc2ccc(F)cc2)c2ccccc2)CC1)NC1CC1 (stereo not given)
  -1.2	-8	-1	1	6	-3.3	0	8	-0.2

5 structures from above, sorted by number of heavy atoms, high to low:
Each structure is followed by: Mtb UGM inh	PrPC TRFRET	BoNT-F LC inh	GDH-TPI counter	Rv3671c inh	FadD28 binding	Mtb FBA inh	MazEF act	Mtb BioA inh
Cc1ccc2c(c1)C(c1ccccc1)N(C(=O)c1cc3ccccc3oc1=O)CC(=O)N2 (stereo not given)
  1.6	-7	0	-4	1	-0.2	0	11	3.1
CCOc1ccccc1CNC(=O)C1CCN(C(=O)c2sccc2-n2cccc2)CC1
  1.3	-3	-2	2	0	-2.7	1	2	.
CC1CCc2c(sc(NC(=O)CSc3nnc(-c4ccccc4)o3)c2C#N)C1 (stereo not given)
  4.6	7	7	9	1	-2.1	2	6	-0.7
CC1CCN(C2CCN(S(=O)(=O)c3ccc(C(F)(F)F)cc3)CC2)CC1
  -1.5	-5	2	0	-2	2.0	-4	-1	-1.4
Cc1ccccc1-n1ncc(C(C)NC(=O)c2ccccc2)c1C (stereo not given)
  -2.4	7	6	-5	-7	-0.4	4	3	.
